KCNQ2 inh – KCNQ2 channel blockers in CHO-K1 cells – cell-based, FluxOR thallium flux, B-score, primary screen (AID 2156). O88943. 20 min; stronger effect = lower value. B-score at 10 µM. 310,000 tested, 1.1% active;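 active = fluorescence ratio B-score at most minus 3 library SDs, with starting brightness B-score within 2 library SDs, cut at about -5.5 in these data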
Target sequence (O88943 whole entry, looked up): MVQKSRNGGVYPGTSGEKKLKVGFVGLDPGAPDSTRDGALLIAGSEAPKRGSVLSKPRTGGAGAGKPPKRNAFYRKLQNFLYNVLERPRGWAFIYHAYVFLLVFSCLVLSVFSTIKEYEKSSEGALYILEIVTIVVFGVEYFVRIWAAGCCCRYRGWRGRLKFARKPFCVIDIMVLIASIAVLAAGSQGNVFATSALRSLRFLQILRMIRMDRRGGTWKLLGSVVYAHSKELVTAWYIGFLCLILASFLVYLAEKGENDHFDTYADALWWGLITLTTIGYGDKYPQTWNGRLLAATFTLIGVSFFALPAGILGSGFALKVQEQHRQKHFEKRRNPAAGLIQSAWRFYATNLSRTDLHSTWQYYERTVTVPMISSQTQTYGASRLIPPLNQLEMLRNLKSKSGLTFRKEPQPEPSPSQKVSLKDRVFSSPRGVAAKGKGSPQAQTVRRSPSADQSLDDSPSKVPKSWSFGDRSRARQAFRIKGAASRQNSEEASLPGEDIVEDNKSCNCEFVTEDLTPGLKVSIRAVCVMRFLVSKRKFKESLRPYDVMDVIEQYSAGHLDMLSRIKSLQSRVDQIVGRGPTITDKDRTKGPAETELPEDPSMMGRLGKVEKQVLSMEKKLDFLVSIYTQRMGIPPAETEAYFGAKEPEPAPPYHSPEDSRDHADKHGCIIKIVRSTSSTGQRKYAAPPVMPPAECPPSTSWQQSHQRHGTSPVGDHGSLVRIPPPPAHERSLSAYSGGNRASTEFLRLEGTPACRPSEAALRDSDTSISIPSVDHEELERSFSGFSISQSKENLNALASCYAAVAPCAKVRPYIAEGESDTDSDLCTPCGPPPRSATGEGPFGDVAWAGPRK
Kir21 block – blocks the mouse Kir2.1 inward-rectifier potassium channel | 310,000 tested, 0.85% active | P35561 | HEK293-Kir2.1, FluxOR thallium flux fluorescence; stronger effect = lower value | B-score at 10 µM | AID 1672;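 active = fluorescence ratio B-score at or below minus 3 SD of library scores, with starting-brightness B-score within 2 SD, cut at about -4.2 in these data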;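 also: channel flux triggered by added potassium and thallium sulfate stimulus; B-score of peak minus minimum fluorescence over baseline after thallium stimulus; more negative B-score means stronger Kir2.1 block with less thallium influx; some compounds called inactive have numbers as strong as hits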
Starred values were filed as active, the others as inactive; i = inactive.

SMILES	KCNQ2 inh	Kir21 block
COc1ccccc1NS(=O)(=O)c1ccc(NC(=O)c2ccncc2)cc1	i	2.32
COc1ccc(-n2c(SCC(=O)Nc3cc(C(=O)O)ccc3C)nc3ccccc3c2=O)cc1Cl	i	-0.07
Cc1nc(CNS(=O)(=O)c2ccc3c(c2)OCCO3)cs1	i	2.39
COc1ccc(C(C(=O)NC2CCCCC2)N(C(=O)c2sc(C)nc2C)c2ccccc2C)cc1 (stereo not given)	i	0.62
CCOc1ccc(CN(C)C(=O)CNC(=O)C2CCCCC2)cc1	i	-0.42
O=C(COc1ccc2c3c(c(=O)oc2c1)CCCC3)NCc1ccncc1	i	2.01
CCOC(=O)CN1CC23C=CC(O2)C(C(=O)Nc2cc(OC)ccc2OC)C3C1=O (stereo not given)	i	1.86
O/N=C1/CCc2cccc3cccc1c23	i	0.6
CC1(C)Cc2c(c(N3CCCC3)nc3sc(C(=O)Nc4ccccc4)c(N)c23)CO1	i	-0.52
O=C(NCc1ccc(Cl)cc1)c1ccc(-c2ccccc2C(F)(F)F)o1	i	1.1
CC(=O)c1ccc(S(=O)(=O)Nc2ccc(N3CCOCC3)cc2)cc1	i	-1.29
O=C(O)C1C2C=CC(O2)C1C(=O)NCc1ccc2c(c1)OCO2 (stereo not given)	i	-0.02
O=C(Nc1ccccc1N1CCOCC1)c1cc(-c2ccco2)nc2ccccc12	-7.02*	-0.71
O=C(Nc1cccnc1)c1cccc(-c2cc3ccccc3oc2=O)c1	i	0.12
Cc1[nH]c2ccc(OC(F)(F)F)cc2c1CCN1C(=O)c2ccc(C(=O)O)cc2C1=O	i	-0.16
Nc1c(C(=O)Nc2ccc3c(c2)OCCO3)nnn1Cc1cccc(Br)c1	i	0.5
COc1cc(Nc2nc(-c3ccccc3)c3cc(C)ccc3n2)cc(OC)c1OC	i	-0.91
CCC(C)(C)n1nnnc1C(c1cc2cccc(C)c2[nH]c1=O)N1CCCC1 (stereo not given)	i	0.62
O=C(CCn1cnnn1)NC1CCCN(Cc2ccccc2F)C1 (stereo not given)	i	-1.6
Cc1ccc(NC(=O)N2CCC(NC(=O)c3cccc(C)c3)CC2)cc1	i	1.16
COc1cccc(N(CC(=O)NCCSc2ccccn2)S(C)(=O)=O)c1	i	-1.4
CN1CCN(c2ccc(S(=O)(=O)N3CCCCC3)cc2NC(=O)Cc2c(F)cccc2Cl)CC1	i	0.96
Cc1cccc(CN2C(=O)c3ccccc3Sc3ccc(C(=O)NCCCN4CCOCC4)cc32)c1	i	-1.36
CCCC(=O)N1CCN(c2nc3ccccc3s2)CC1	i	-0.49
Cc1nc(-c2cn[nH]c2-c2ccc(O)cc2O)cs1	i	-0.16
CCOc1ccc(S(=O)(=O)N(C)c2ccc(OCC(=O)NCCc3ccc(OC)cc3)cc2)cc1	i	0.76
CC1CCCC(C)N1/N=C/c1ccccc1OC(F)F (stereo not given)	i	-0.05
CC(=O)Nc1ccc(S(=O)(=O)NC2CCS(=O)(=O)C2)cc1Cl (stereo not given)	i	1.64
COc1ccc(Nc2cc(C)nc3ccccc23)cc1	i	-3.96
COc1cccc(C(=O)/C=C/c2ccc(N3CCCCC3)c([N+](=O)[O-])c2)c1	i	1.76
COC(c1ccccc1)c1nnc(CCC(=O)N(C)CCOc2ccccc2)o1 (stereo not given)	i	0.6
CCOC(=O)N1CCN(C(=O)CSCc2ccc(C)cc2)CC1	i	-1.58
CCOc1ccc(CN(C(=O)/C=C/c2ccco2)C2CCS(=O)(=O)C2)cc1 (stereo not given)	i	-0.07
CCNC(=S)Nc1ccc(N2CCCCC2)cc1	i	0.01
CCCn1c(=O)c(C(=O)NCCc2ccc(OC)cc2)c(O)c2ccccc21	-8.18*	-2.84
COc1ccc(C2=NN(CCC(=O)NCc3cccs3)C(=O)CC2)cc1	i	0.06
CCCS(=O)(=O)N1CCN(S(=O)(=O)c2ccccc2)CC1	i	-0.47
COc1ccc(NS(=O)(=O)c2cccc(C(=O)N3CCC3)c2)cc1	i	1.19
O=C(CSc1nc(-c2ccccc2)nn1C(=O)c1ccccc1)Nc1cccc([N+](=O)[O-])c1	i	0.57
CC(C)CC(=O)N=C1SC2CS(=O)(=O)CC2N1Cc1ccccc1Cl (stereo not given)	i	0.34
Cc1ccc(CN2CC(C(=O)N(Cc3nnc(-c4ccccc4Cl)o3)C3CC3)CC2=O)cc1 (stereo not given)	i	-0.17
Cc1ccc(NC(=O)C(OC(=O)c2ccc(O)cc2)c2ccccc2)cc1Cl (stereo not given)	i	2.32
O=C(NNc1cc(C(F)(F)F)ccc1Cl)c1ccc(=O)[nH]c1	i	1.8
CCN1C(=O)c2ccc(C(=O)Nc3c(C)cc(C)cc3C)cc2C1=O	i	-0.03
Cc1ccn(C(=O)c2cc3c(C)nn(-c4ccccc4)c3s2)n1	i	0.69
CC(C)(CNCC(O)c1ccccc1)N1CCOCC1 (stereo not given)	i	0.23
COC(=O)C1=C(C)Nc2c(c(=O)n(C)c(=O)n2C)C1c1cccc(O)c1 (stereo not given)	i	0.66
COC(=O)c1cc(NC(=O)CSC2=NCCS2)cc(C(=O)OC)c1	i	0.55
CC1CC1C(=O)OCC(=O)NC(=O)c1ccccc1 (stereo not given)	i	-0.73
CCOc1ccc(NC(=O)CC2C(=O)NCCN2C(=O)Nc2ccccc2)cc1 (stereo not given)	i	1.05
O=C(NCc1ccccn1)[C@@H]1C[C@H]1[C@@H](NP(=O)(c1ccccc1)c1ccccc1)c1ccccc1	i	0.01
Cc1cccc(C(=O)N(CC(=O)Nc2sc(C)c(C)c2C(N)=O)C2CCCC2)c1	i	2.16
O=C(CCC(=O)N1CCc2ccccc2C1)N1CCN(S(=O)(=O)c2ccccc2)CC1	i	0.55
O=C(Cc1cccs1)Nc1nnc(-c2ccc(F)cc2)s1	i	-1.16
O=C(CSc1cccc[n+]1[O-])N1CCc2ccccc21	i	-1.03
O=S(=O)(c1ccc(Cl)s1)N1CCc2ccccc2C1	i	1.06
O=C(O)CC(Cc1ccc(Cl)cc1)C(=O)Nc1cc(Cl)ccc1Cl (stereo not given)	i	0.97
O=C(NCc1nnc(SCC(=O)N2CCc3ccccc32)o1)c1ccco1	i	-1.96
COc1ccc(S(=O)(=O)NCCSc2ccc(C)cc2)cc1OC	i	-5.25*
CCN1C(=NCCCCO)N[C@@H](c2cccc(F)c2)C(C(=O)OC)=C1C	i	1.6

Carrying on.
SMILES	KCNQ2 inh	Kir21 block
CC(C)[C@H](NC(=O)OCc1ccccc1)C(=O)OCC(=O)Nc1c(F)cccc1F	i	0.66
COc1ccc(OC)c(NC(=O)CN(C)S(=O)(=O)c2ccc(Cl)cc2)c1	i	-0.4
COc1ccc(C(=O)/C=C/c2ccc(OC)cc2OC)c(O)c1	i	-0.3
COc1ccc(-c2noc(Cc3ccc(Cl)cc3)n2)cc1OC	i	0.27
Cc1ccccc1CC(=O)Nc1ccc2c(c1)CCC2	i	0.31
C=CCn1c(Cc2ccc(OC(C)C)c(Cl)c2)nnc1SCC(N)=O	i	1.61
COC(=O)C(CC(C)C)Oc1ccc2c(C)cc(=O)oc2c1 (stereo not given)	i	-0.1
CCOC(=O)N1CCN(CC(O)c2ccc3cc[nH]c3c2)CC1 (stereo not given)	i	-0.54
COc1ccc(N2C(=O)/C(=C3/C=CC=CN3C)SC2=S)cc1	i	0.41
Cn1c(C(=O)N2CCC(C(N)=O)CC2)cc2c(=O)n(C)c3ccccc3c21	i	-0.02
C=CCc1cccc2cc(C(=O)NNC(=O)CC#N)c(=O)oc12	i	-0.27
CCc1ccc(NC(=O)CN2CCC(C(=O)c3ccc(OC)cc3)CC2)cc1	i	0.04
CNS(=O)(=O)c1cc(NC(=O)c2cnc(SC)n2-c2ccccc2)ccc1C	i	1.21
CC1(c2ccc(OC(F)F)cc2)NC(=O)N(CC(=O)Nc2ccc(Cl)cc2F)C1=O (stereo not given)	i	0.55
O=C(CCN1C(=O)c2ccccc2S1(=O)=O)N1CCN(c2ccccc2)CC1	i	0.76
CCCCC(CCCC)=N/N=C/c1c(O)n(CC)c2cc(C3=NNC(=O)CC3)ccc12	i	-0.01
Cc1cc(=O)oc(C)c1C(=O)Nc1cccc2nonc12	i	1.55
Cc1cc(C)c(S(=O)(=O)NCC2CCC(C(=O)NCc3ccc4c(c3)OCO4)CC2)c(C)c1 (stereo not given)	i	0.86
Cc1ccc(S(=O)(=O)NNC(=O)C(O)(c2ccccc2)c2ccccc2)cc1	i	-3.34
CC(C)(C)C(=O)c1cnc(Nc2ccccc2)s1	i	-0.85
CCOCCN(C=O)c1cccc(OC)c1	i	-2.08
O=C(CC1CCCCC1)NCC1CCCO1 (stereo not given)	i	1.29
CCOC(=O)/C(C#N)=C\c1cc(OC)c(OC)cc1[N+](=O)[O-]	i	1
CC(C)(C)OC(=O)N1CCC(c2c(C(=O)NC3CC3)cnn2-c2ccccc2)CC1	i	0.56
O=C(CC(=O)c1ccccc1)Nc1cccnc1	i	-0.78
CCCN(C(=O)CSCC(=O)Nc1ccc(OC)cc1)c1c(N)n(Cc2ccccc2)c(=O)[nH]c1=O	i	1.65
Cc1cccc(NC(=O)CN2CCc3cc4c(cc3C2C)OCCCO4)c1 (stereo not given)	i	0.81
COc1cc(NC(=S)NCCCN2CCOCC2)c(OC)cc1Cl	i	-1.87
C/C(=N\N=C\c1ccccc1F)c1nnn(-c2nonc2N)c1C	i	0.74
C/C=C\C=C/C(=O)Nc1cccc(C2=NOC3(C2)C[C@@H](C(N)=O)N(C(=O)[C@H]2CCC(=O)N2)C3)c1 (stereo not given in full)	i	0.12
CC(=O)Nc1ccc(N2C(=O)CSC2c2c(F)cccc2Cl)cc1 (stereo not given)	i	0.68
Cc1ccc(S(=O)(=O)N2Cc3ccccc3CC2C(=O)Nc2cc(C)on2)cc1 (stereo not given)	i	0.97
Cc1cc(C)cc(N(C(=O)c2csnn2)C(C(=O)NC2CCCCC2)c2cccnc2)c1 (stereo not given)	i	-0.27
Cc1cc(Cl)ccc1NC(=S)NCc1ccc(F)cc1	i	1.67
O=C(c1cc(-c2ccccc2)on1)N1CCc2ccccc2C1	i	2.33
Cc1ccc(-c2cc(C(=O)N3CC(C)OC(C)C3)c3ccccc3n2)o1 (stereo not given)	-10.6*	1.29
O=C(COC(=O)c1cc(Br)ccc1Cl)NC(=O)NCc1ccccc1	i	0.18
Nc1nc(Nc2cccc(F)c2)nc(N2CCOCC2)c1[N+](=O)[O-]	i	0.91
Cc1ccc(S(=O)(=O)N2CCOCC2)cc1C(=O)NCc1ccc2c(c1)OCO2	i	0.09
CCCSc1nsc(NC(=O)Nc2ccc(F)cc2F)n1	i	2.34
Cc1ccc(C(=O)NC(=S)NNC(=O)c2cccc([N+](=O)[O-])c2)cc1	i	1.03
CCN(CC)CCCNC(=O)CC1Sc2ccccc2NC1=O (stereo not given)	i	-0.3
O=C(CNC(=O)c1ccc(F)cc1)N/N=C/c1cc(Br)ccc1OCc1ccccc1	i	0.05
Oc1ccc(/C=N/NC(=S)NCC2CCCO2)cc1 (stereo not given)	i	-0.19
CC1CCN(CC(=O)NC(=O)NCc2ccccc2)CC1	i	-0.59
N=C(c1cccc([N+](=O)[O-])c1)N1CCCCCC1	i	0.97
Cc1c(Cc2ccccc2)c(=O)oc2cc(O)ccc12	i	0.59
CN(C)CCNC(=O)Cn1nc(-c2ccc(Cl)cc2)ccc1=O	i	0.01
COc1ccc(NC(=O)CC2C(=O)N(c3ccc(OC)cc3)C(=O)N2CCN2CCN(C)CC2)cc1 (stereo not given)	i	-1.75
Cn1c(SCc2ccccc2)nnc1-c1ccc2c(c1)OCO2	i	0.09
COc1cccc(C2=NOC(C(=O)Nc3ccc4c(c3)OCO4)C2)c1OC (stereo not given)	i	-2.87
COc1ccc(NC(=O)CSc2nc3ccccc3c(=O)n2C)cc1	i	-0.88
O=C(O)c1cc(N/N=C/c2ccncc2)ccc1Cl	i	-2.49
CCC(C(=O)OC)n1cnc2c(nnn2-c2ccc(OC)cc2)c1=O (stereo not given)	i	0.5
Cn1c(-c2cccc([N+](=O)[O-])c2)[n+](C)c2ccccc21	i	0.65
COc1ccc(/C=N/n2cncn2)cc1Cn1nc(C)c([N+](=O)[O-])c1C	i	-1.25
COc1ccc(OC)c(C2N(c3ccc(Cl)cc3)C(=O)C3CCCN32)c1 (stereo not given)	i	-0.56
Cc1ccc(NC(=O)N2CCC(=O)N2)cc1	i	0.28

Structures listed so far that contain two or more sulfur atoms:
SMILES	KCNQ2 inh	Kir21 block
Cc1nc(CNS(=O)(=O)c2ccc3c(c2)OCCO3)cs1	i	2.39
COc1cccc(N(CC(=O)NCCSc2ccccn2)S(C)(=O)=O)c1	i	-1.4
CC(=O)Nc1ccc(S(=O)(=O)NC2CCS(=O)(=O)C2)cc1Cl (stereo not given)	i	1.64
CCCS(=O)(=O)N1CCN(S(=O)(=O)c2ccccc2)CC1	i	-0.47
CC(C)CC(=O)N=C1SC2CS(=O)(=O)CC2N1Cc1ccccc1Cl (stereo not given)	i	0.34
COC(=O)c1cc(NC(=O)CSC2=NCCS2)cc(C(=O)OC)c1	i	0.55
O=C(Cc1cccs1)Nc1nnc(-c2ccc(F)cc2)s1	i	-1.16
O=S(=O)(c1ccc(Cl)s1)N1CCc2ccccc2C1	i	1.06
COc1ccc(S(=O)(=O)NCCSc2ccc(C)cc2)cc1OC	i	-5.25*
COc1ccc(N2C(=O)/C(=C3/C=CC=CN3C)SC2=S)cc1	i	0.41
CNS(=O)(=O)c1cc(NC(=O)c2cnc(SC)n2-c2ccccc2)ccc1C	i	1.21
CCCSc1nsc(NC(=O)Nc2ccc(F)cc2F)n1	i	2.34
